OXTR ag: activates the human oxytocin receptor; P30559; CHO-OTR cells, Fluo-8 calcium fluorescence; normalized: DMSO 0%, oxytocin 100%; activation, % at 3 µM; hit rate 0.32% among 320,000;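 active = activation above the mean of all tested compounds plus 3 SD, cutoff set per screening run, cut at about 20% in these data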;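 also: peak over basal fluorescence ratio from a 100 s FLIPR kinetic read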
Target sequence (P30559 whole entry, looked up): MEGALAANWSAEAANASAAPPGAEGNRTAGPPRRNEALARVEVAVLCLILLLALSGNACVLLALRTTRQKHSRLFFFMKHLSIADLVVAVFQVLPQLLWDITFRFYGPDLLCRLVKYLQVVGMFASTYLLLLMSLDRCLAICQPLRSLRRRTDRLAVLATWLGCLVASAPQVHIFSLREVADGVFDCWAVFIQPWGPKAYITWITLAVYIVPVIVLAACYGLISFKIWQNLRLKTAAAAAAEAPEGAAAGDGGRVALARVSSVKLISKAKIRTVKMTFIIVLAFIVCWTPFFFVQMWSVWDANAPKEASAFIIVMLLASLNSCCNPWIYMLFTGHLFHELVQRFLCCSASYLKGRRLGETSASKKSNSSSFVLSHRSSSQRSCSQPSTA
An asterisk follows results filed as active. The list is partial; rates above refer to the full screens.

SMILES	OXTR ag
CCOC(=O)O[C@]1(C(=O)COC(=O)CC)CC[C@H]2[C@@H]3CCC4=CC(=O)C=C[C@]4(C)[C@H]3[C@@H](O)C[C@@]21C	1.0
CC(C)(C)c1ccc(S(=O)(=O)N2CCN(CC(=O)N3CC(=O)Nc4ccccc43)CC2)cc1	1.6
Cc1cc(C(=O)OCC(=O)NC2CCCCC2C)c2ccccc2n1 (stereo not given)	7.2
O=C(O)COc1ccccc1C=NNC(=O)c1ccc(NS(=O)(=O)c2cccs2)cc1	0.2
Cc1ccc(C(C)C)c(OCC(=O)NN=C2CCCC(=O)C2)c1	-0.7
O=[N+]([O-])c1ccc(Cl)c(S(=O)(=O)Nc2ccc(-c3ccc(N4CCCC4)nn3)cc2)c1	-0.4
COc1ccc([C@@H]2[C@@H]3C(=O)N(C(C)(C)C)C(=O)[C@@H]3[C@]3(C)C(=O)N(c4cccc(Cl)c4)C(=O)N23)cc1	1.9
CCCCOc1ccc(C(=O)NCC(=O)N2CC=C(c3ccccc3)CC2)cc1	-1.1
CCOC(=O)C1CCN(C(=O)C(CCSC)NC(=O)c2ccccc2OC)CC1 (stereo not given)	-1.6
CC1CCc2sc(C(=O)NNS(=O)(=O)c3ccc(F)c(F)c3F)cc2C1 (stereo not given)	-2.4
CCCCCN(C(=O)CSc1n[nH]c(-c2ccc(C)cc2)n1)c1c(N)n(CCCC)c(=O)[nH]c1=O	-2.1
C=CCN(c1ccccc1OC)S(=O)(=O)c1cccc(C(=O)OCC(=O)N2CCOCC2)c1	-0.6
CN(C)CCn1nnnc1SCC1=C(C(=O)O)N2C(=O)[C@@H](NC(=O)Cc3csc(N)n3)[C@H]2SC1	0.7
CC1(C(=O)OCC(=O)NNC(=O)COc2ccc(Cl)cc2)CC1(Cl)Cl (stereo not given)	1.6
CCC(C)Sc1cccc(-c2nc3ccccn3c2NCc2ccccc2)c1 (stereo not given)	-0.8

Arranged by formula weight (low to high): part of the list above.
SMILES	OXTR ag
CCC(C)Sc1cccc(-c2nc3ccccn3c2NCc2ccccc2)c1 (stereo not given)	-0.8
CC1CCc2sc(C(=O)NNS(=O)(=O)c3ccc(F)c(F)c3F)cc2C1 (stereo not given)	-2.4
COc1ccc([C@@H]2[C@@H]3C(=O)N(C(C)(C)C)C(=O)[C@@H]3[C@]3(C)C(=O)N(c4cccc(Cl)c4)C(=O)N23)cc1	1.9
CN(C)CCn1nnnc1SCC1=C(C(=O)O)N2C(=O)[C@@H](NC(=O)Cc3csc(N)n3)[C@H]2SC1	0.7

Remaining list, next part.
SMILES	OXTR ag
COc1ccc2c(c1)[C@@H]1[C@H](CO2)[C@H](c2ccccc2)[C@]2(C)C(=O)NCC(=O)N12	4.8
O=C(CSc1nnnn1-c1cccc(F)c1)NC1CCCCC1	-0.2
CCN(CC(=O)Nc1ccc(NC(C)=O)cc1)C(=O)c1cccc(S(=O)(=O)N2CCCC2)c1	0.3
C[C@H](CO)N1C[C@H](C)[C@@H](CN(C)Cc2ccc3c(c2)OCO3)Oc2ccc(NC(=O)Cn3cnnn3)cc2C1=O	0.7
CC(C)(C)c1ccc(OCC(=O)NCC(c2cccs2)N2CCOCC2)cc1 (stereo not given)	-2.1
COc1cc(C(=O)NCc2ccc(OCCN(C)C)cc2)cc(OC)c1OC	-0.6
COc1ccc(S(=O)(=O)Nc2ccccc2C(=O)NN2CCOCC2)cc1OC	1.1
Cc1ccc(C(=O)OCC(=O)N(C)C2CCS(=O)(=O)C2)cc1S(=O)(=O)N1CCCCC1 (stereo not given)	0.6
Cc1ccc(NC(=O)c2nc[nH]c2C(=O)N[C@H](C)c2ccccc2)cc1	-0.1
O=C(CNC(=O)C1CC1)Nc1ccc(F)c(F)c1F	0.6
CN(C)S(=O)(=O)c1cccc(C(=O)OCC(=O)Nc2ccc3c(c2)OCCO3)c1	0.4
O=C(COC(=O)c1cccc(F)c1)NC(=O)NC1CCCC1	-1.5
O=C(CN1C(=O)NC2(CCc3ccccc32)C1=O)c1ccc(F)cc1 (stereo not given)	2.3
Cc1ccnc(NC(=O)c2cccc(S(=O)(=O)N3CCOCC3)c2)c1	-1.0
NC(=O)C1CCCN(C(=O)c2cccc(S(=O)(=O)N3CCCCCC3)c2)C1 (stereo not given)	0.0

Structural class: the compounds so far containing fluorine (5)
SMILES	OXTR ag
CC1CCc2sc(C(=O)NNS(=O)(=O)c3ccc(F)c(F)c3F)cc2C1 (stereo not given)	-2.4
O=C(CSc1nnnn1-c1cccc(F)c1)NC1CCCCC1	-0.2
O=C(CNC(=O)C1CC1)Nc1ccc(F)c(F)c1F	0.6
O=C(COC(=O)c1cccc(F)c1)NC(=O)NC1CCCC1	-1.5
O=C(CN1C(=O)NC2(CCc3ccccc32)C1=O)c1ccc(F)cc1 (stereo not given)	2.3

The listing continues.
SMILES	OXTR ag
COc1ccc(NS(=O)(=O)c2cc(NC(=O)COc3ccccc3)ccc2N2CCOCC2)cc1	1.8
CC(NC(=O)COC(=O)C1CC1C)c1cccc(Cl)c1 (stereo not given)	-0.4
Nc1nnc(SCC(=O)NNC(=O)c2ccc(Cl)cc2)s1	0.0
COc1cccc(-c2c(-c3cc(OC)cc(OC)c3)n(C)c3ccc(-c4ccc(OC)nc4)cc23)c1	1.0
CC1CCC2(CC1)NC(=O)N(CC(=O)Nc1ccc3[nH]c(=O)[nH]c3c1)C2=O (stereo not given)	1.0
O=[N+]([O-])c1cc(CS(=O)(=O)Oc2ccc(Cl)cc2)c(O)c([N+](=O)[O-])c1	1.7
O=C(NCC(c1ccco1)N1CCOCC1)C1CCCCC1 (stereo not given)	-0.1
COc1ccc(NC(=O)CNC(=O)C2CCCCC2)cc1OC	0.8
Cc1cc(C(=O)NNC(=O)c2ccccc2O)c(C)o1	0.2
COC(=O)c1c(C)[nH]c(C(=O)OC(C)C(=O)N(C)C2CCCCC2)c1C (stereo not given)	0.3
Cc1ccc(C)c(COC(=O)c2cc(S(=O)(=O)N3CCCCC3)ccc2N2CCOCC2)c1	-1.3
CC1Cc2ccccc2N1S(=O)(=O)c1cccc(C(=O)NCc2ccncc2)c1 (stereo not given)	15
CC1(C)C(=O)Nc2ccccc2N1C(=O)COc1ccccc1C#N	0.1
Clc1ccc(C(c2ccccc2Cl)C(Cl)Cl)cc1 (stereo not given)	-1.7
CSCCC(NC(=O)c1ccccc1Cl)C(=O)NCCOc1ccccc1 (stereo not given)	-1.9
O=C(NCCCN1CCOCC1)c1cc(S(=O)(=O)N2CCOCC2)c(Cl)cc1Cl	0.5
COc1cccc(CNC(=O)c2cccc(NC(=O)CC3SC(N4CCCCC4)=NC3=O)c2)c1 (stereo not given)	-0.6
COc1ccc(CN2C(=O)C(C)Nc3ncnc(N4CCOCC4)c32)cc1 (stereo not given)	0.6
O=C(NCc1ccco1)c1cccc(S(=O)(=O)N2CCN(Cc3ccccc3)CC2)c1	0.7
O=C(NCC1CCCO1)c1cc2c(s1)CCCC2 (stereo not given)	-1.1
C#CNC(=O)C1(CC=C)CCNCC1	1.1
Cc1ccc(/C=C/C(=O)OCC(=O)NCc2cccs2)o1	-0.7
CC(=O)c1cccc(NC(=O)C(C)OC(=O)CN2C(=O)NC(C)(C)C2=O)c1 (stereo not given)	0.9
N#CC1(NC(=O)CN2c3cccc4cccc(c34)S2(=O)=O)CCCCC1	0.0
O=C(Nc1cccc(S(=O)(=O)N2CCCCC2)c1)c1cc2ccccc2o1	1.3
CCOc1ccccc1C(=O)NCC(=O)OCc1csc(CC(=O)Nc2ccc(C)cc2)n1	2.4
Cc1cccc2sc(N3CCN(C(=O)c4cccs4)CC3)nc12	3.5
CC(=O)c1ccc(N(CC(=O)NC2CCS(=O)(=O)C2)S(=O)(=O)c2ccc(Cl)cc2)cc1 (stereo not given)	0.1
Cc1ccc(S(=O)(=O)NCCC(=O)NCC(c2cccs2)N(C)C)cc1C (stereo not given)	0.2
Cc1nc2c(C)cccn2c(=O)c1NC(=O)c1cccs1	0.8
O=C(Nc1nccs1)c1nc[nH]c1C(=O)N1CCN(c2ccccc2)CC1	-0.1
O=C(OCC(=O)N1CCCc2ccccc21)c1cc(Br)ccc1O	-1.4
CN(C)S(=O)(=O)c1ccc(N2CCCC2)c(C(=O)N2CCN(S(=O)(=O)c3ccccc3F)CC2)c1	-2.1
O=C1[C@H]2[C@@H](c3ccc(Cl)cc3)N3C(=O)N(c4cccc(Cl)c4)C(=O)[C@@]3(Cc3ccc(Cl)cc3)[C@H]2C(=O)N1C1CCCCC1	0.5
CC1CCCC(C)N1C(=O)COC(=O)c1cc(-c2cccs2)nn1-c1ccccc1 (stereo not given)	-1.6
CCCn1c(SCC(=O)N(C)CC(=O)Nc2ccc(C)cc2)n[nH]c1=O	0.7
CCOC(=O)c1sc2ncn(CC(=O)Nc3cc(C)on3)c(=O)c2c1C	1.1
CCC(C)c1ccccc1N1CC(C(=O)Nc2ccc(C)c(S(=O)(=O)N3CCOCC3)c2)CC1=O (stereo not given)	0.4
Cc1ccc(NC(=O)c2ccc3c(=O)n4c(nc3c2)CCC4)cc1F	4.8
O=C1CN(S(=O)(=O)c2cccc(Br)c2)CCN1	-0.1
COC(=O)C1CCN(CC(=O)N(C)c2c(N)n(Cc3ccccc3)c(=O)[nH]c2=O)CC1	1.2
CC1Cc2ccccc2N1C(=O)C(C)n1cc(C(F)(F)F)cc(Cl)c1=O (stereo not given)	-0.9
COc1cc(OC)cc(C(=O)NNC(=O)CCNS(=O)(=O)c2ccc(Br)cc2)c1	0.2
COc1cc(C(=O)OCc2ccccc2C#N)ccc1OCC(=O)N1CCOCC1	0.8
C=CCn1c(SCC(=O)NC2(C#N)CCCCC2)nnc1-c1ccncc1	0.2
Nc1ccc(-c2cnc3ccccc3n2)cc1	-1.7
COC(=O)CC#N	1.6
Cn1c(N)c(C(=O)COC(=O)c2ccccc2C(=O)c2ccc(Cl)cc2)c(=O)n(C)c1=O	2.9
NC(=O)c1ccsc1NC(=O)CN1C(=O)NC2(CCCCC2)C1=O	0.6
O=C(COC(=O)c1ccc(Br)o1)Nc1ccc(F)cc1[N+](=O)[O-]	-2.3
Cc1ccc(NC(=O)Nc2ccccc2F)cc1S(=O)(=O)N1CCOCC1	8.5
CC1CCCN(C(=O)CSc2nnc3ccccn23)C1 (stereo not given)	0.4
COc1ccc(C(=O)COC(=O)/C=C/c2ccco2)cc1F	0.8
COc1cc(OC)cc(-c2cc3cc(F)ccc3cn2)c1	-1.8
O=C(/C=C/c1ccc(Cl)c(Cl)c1)Nc1cccnc1	-0.7
CC(C)CN(C(=O)COC(=O)CSc1ccc([N+](=O)[O-])cc1)C1CCS(=O)(=O)C1 (stereo not given)	-1.3
Cc1ccc(C(=O)O)cc1NC(=O)CSc1nnc(-c2ccccc2F)n1C1CCCCC1	0.4
Cc1ccc(S(=O)(=O)NCCC(=O)Nc2ccncc2)cc1C	-0.2
CC(=O)Oc1c(Cl)cc(N(C(C)=O)S(=O)(=O)c2ccccc2)c2ccccc12	-4.3
CC(=O)Nc1ccc(NC(=O)C2CCN(S(=O)(=O)c3ccc4c(c3)OCCO4)CC2)cc1	0.8

The final 2 compounds of the section before are carried over, then new ones follow:
SMILES	OXTR ag
CC(=O)Oc1c(Cl)cc(N(C(C)=O)S(=O)(=O)c2ccccc2)c2ccccc12	-4.3
CC(=O)Nc1ccc(NC(=O)C2CCN(S(=O)(=O)c3ccc4c(c3)OCCO4)CC2)cc1	0.8
C[C@H]1CN([C@@H](C)CO)C(=O)c2cc(NC(=O)Nc3cccc4ccccc34)ccc2O[C@@H]1CN(C)Cc1ccc(-c2ccccc2)cc1	1.7
O=C(c1n[nH]c(=O)c2ccccc12)N1CCN(S(=O)(=O)c2ccccc2Cl)CC1	0.2
Cc1cc(C(=O)Cn2cc(C(F)(F)F)ccc2=O)c(C)n1CC1CCCO1 (stereo not given)	1.1
O=C(CN1C(=O)NC2(CCCC2)C1=O)OCc1ccc(Br)cc1	-0.5
CC(=O)c1ccc(-c2ccc(C(=O)N(C)Cc3nc4ccccc4c(=O)[nH]3)o2)cc1	8.2
N#Cc1ccc(NC(=O)COC(=O)c2ccc(F)c(S(=O)(=O)N3CCOCC3)c2)cc1	2.7
CC(Oc1ccc(Cl)cc1Cl)C(=O)OCC(=O)c1c(N)n(C)c(=O)n(C)c1=O (stereo not given)	6.0
COc1ccc(C(=O)NCc2ccncc2)cc1S(=O)(=O)N1CCOCC1	-0.3
COc1cccc(CNCC(=O)NC(=O)NC2CCCC2)c1	-0.3
Nc1nnc(SCC(=O)NNC(=O)c2ccc([N+](=O)[O-])cc2)s1	0.6
Cc1ccc(C(=O)NCC(=O)OCc2nnc(-c3ccc([N+](=O)[O-])cc3)o2)s1	0.6
COc1ccc(NC(=O)CSc2ccc([N+](=O)[O-])cc2)cc1S(=O)(=O)N1CCOCC1	0.9
CC(=O)c1sc(NC(=O)C2CCN(C(=O)c3ccccc3C)CC2)nc1-c1ccccc1	2.5
O=C1CN(C(=O)COC(=O)c2cccs2)c2ccccc2N1	1.1
COc1ccc(C2=CSC3=NCCN23)cc1Br	0.7

Brought forward from above: 4 entries, followed by the next part.
SMILES	OXTR ag
COc1ccc(NC(=O)CSc2ccc([N+](=O)[O-])cc2)cc1S(=O)(=O)N1CCOCC1	0.9
CC(=O)c1sc(NC(=O)C2CCN(C(=O)c3ccccc3C)CC2)nc1-c1ccccc1	2.5
O=C1CN(C(=O)COC(=O)c2cccs2)c2ccccc2N1	1.1
COc1ccc(C2=CSC3=NCCN23)cc1Br	0.7
Cc1cc(NC(=O)CSc2n[nH]c(-c3ccc(Cl)cc3Cl)n2)no1	0.6
CCN(CC(=O)Nc1ccc2c(c1)OCCO2)C(=O)c1cc(=O)[nH]c2ccccc12	0.4
Cc1ccc(NS(=O)(=O)c2ccc(C(=O)N3CCCC(C(F)(F)F)C3)cc2)cc1 (stereo not given)	53*
COc1cccc(CC(=O)OCC(=O)N(C)CC(=O)Nc2ccccc2Cl)c1	0.6
Nc1nc(SCC(=O)Nc2ncc(Cl)cc2Cl)n[nH]1	0.3
CCCCCCCCCCCCCCCC[N+](C)(C)CCN(Cc1ccc(OC)cc1)c1ncccn1	-1.1
O=C(CN1C(=O)NC2(CCOc3ccccc32)C1=O)Nc1cccc([N+](=O)[O-])c1 (stereo not given)	0.2
CCCCCCSc1cc(-c2nc3cc(C)ccn3c2NCCCC)ccc1OC	-1.3
COc1ccc(NC(=O)C2CCC(C(C)(C)C)CC2)cc1S(=O)(=O)N1CCOCC1 (stereo not given)	-1.3
COc1ccc(C)cc1NC(=O)CN1C(=O)C(=O)N(C2CCCC2)C1=O	0.8

Screens from PubChem BioAssay.
